# High-throughput results: PubChem, National Center for Advancing Translational Sciences (NCATS)
# a7 integrin act – qHTS for Activators of Integrin-Mediated Alleviation for Muscular Dystrophy. alpha7betagal myoblasts, beta-gal FDG fluorescence, 48 h. AID 624291, 2012. 350,000 tested, 0.064% active. Potency, µM (top dose mostly 38.3 µM), for the others: at the highest dose activation, most hits filed as activators;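 note: potency is the fitted concentration of half-maximal effect; 100% = response of the positive control SU9516; nearly all actives have a fitted effect of over 60% in size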
#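 Alpha7betagal+/- myoblasts (passage 13) were plated 16-24 hr, then exposed to compounds (1:260 dilution of DMSO stock) for 48 hours at 37C. After MPER lysis, β-galactosidase reporter activity was read as FDG fluorescence (ex 480/em 540) after 30 minutes.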
# TCR activator – Activators of T cell receptors: qHTS campaign | primary human leukocytes, anti-CD3, IL-2 HTRF, 48 h | Potency, µM (series often up to 9.22 µM), inactives show at the highest dose activation of IL-2 secretion, actives largely listed as activators | 330,000 tested, under 10 active; note: % of control where 0% means no effect
#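 IL-2 release read by HTRF sandwich (Eu cryptate donor, d2 acceptor, 665 nm emission) after 48 hr exposure of primary human leukocytes to compound together with anti-CD3 beads in the absence of co-stimulatory signals.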
# S-ASM inh – Inhibitors of Secretory Acid Sphingomyelinase (S-ASM): qHTS; Sphingomyelin phosphodiesterase (Homo sapiens), P17405; placental ASM, HMU-PC fluorogenic substrate, 60 min; Potency, µM (top dose mostly 57.5 µM), for inactives: at the highest dose activity change, negative = inhibition, most hits filed as inhibitors; 340,000 tested, 0.006% active; AID 504937, 2011; note: potency is the fitted concentration of half-maximal effect
#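 Fluorogenic HMU-PC substrate (9 uM final) is turned over by placental ASM in 60 min at 37 C after a 10 min compound preincubation. Reaction ended by alkaline stop (pH 10), with fluorescence read at 386/447 nm.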
# TSHR antagonist – Antagonists of the Thyroid Stimulating Hormone Receptor: HTS campaign | 330,000 tested, 0.2% active | activity change, negative = inhibition, % at 11.5 µM | Thyrotropin receptor (Homo sapiens), P16473 | TSHR-expressing cells, TSH-stimulated cAMP HTRF, 2 h; hits give low values;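 active = activity change below a set negative limit, meaning inhibition stronger than a set level, cut at about -70% in these data; inconclusive = activity change between two set negative limits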; note: % is set by controls: 0 for no effect and ±100 for the full control effect
#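 TSHR-expressing cells, 200/well, pre-treated with compound, then stimulated with EC80 TSH (4nM final) for 2 hours at 37 deg C. cAMP measured by competitive HTRF: anti-cAMP cryptate antibody in lysis buffer plus cAMP-d2, read after 30 minutes at room temperature.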
# Menin MLL FP TR – qHTS Assay for Inhibitors Targeting the Menin-MLL Interaction in MLL Related Leukemias: Competition With Texas Red Labeled MLL-derived Mutant Peptide. O00255. Menin + Texas Red MLL mutant peptide, fluorescence polarization. Potency, µM (highest dose often 61.6 µM), for the others: top-dose FP activity change, negative = inhibition, most hits filed as inhibitors. 270,000 tested, 0.23% active. AID 1768, 2009; active = well fitted inhibition curve with a large enough effect in the polarisation, with a control signal flat, not every such curve was filed as active; inconclusive = small, poorly fitted or top-dose-only effect, or effect the other way, or a change in a side signal; inactive = no such curve, though single readings can be large or run the other way; the % refers to the polarisation; note: potency is the fitted concentration of half-maximal effect; % of control where 0% means no effect; many of its hits are not listed in these tables
# AT treatment – qHTS Assay for Identifying a Potential Treatment of Ataxia-Telangiectasia. 320,000 tested, 0.19% active. […] A-T fibroblasts, KAP-1 phosphorylation AlphaLISA; neocarzinostatin DNA damage 30 min before lysis. Potency, µM (highest dose often 57.5 µM), without a hit: at the highest dose activation, usual class: activators; note: potency is the fitted concentration of half-maximal effect; % of control where 0% means no effect; nearly all actives have a fitted effect of over 45% in size
#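 hTERT-immortalized A-T patient fibroblasts ([…]), 500 cells/well in OPTI-MEM, 1% FBS, got compounds for 60 min, then NCS for 30 min at 37C. Lysates were then assayed for phospho-KAP-1 by AlphaLISA (anti-pKAP1 donor, anti-KAP1 acceptor beads), 6 hr at 25C.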
# MBNL1 CUG block – qHTS Assay for Inhibitors of MBNL1-poly(CUG) RNA binding | Muscleblind-like protein 1 (Homo sapiens), Q9NR56 | TR-FRET MBNL1-His/biotin-(CUG)12 binding, 665/545 ratio | Potency, µM (titrated, usually from 57.5 µM), inactives show top-dose activity change, negative = inhibition, most hits filed as inhibitors | 280,000 tested, 0.036% active | AID 2675, 2010; active = well fitted inhibition curve with a large enough effect in the signal ratio, with a control signal flat, not every such curve was filed as active; inconclusive = small, poorly fitted or top-dose-only effect, or effect the other way, or a change in a side signal; inactive = no such curve, though single readings can be large or run the other way; the % refers to the signal ratio; note: potency is the fitted concentration of half-maximal effect; % is set by controls: 0 for no effect and ±100 for the full control effect
#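 His-tagged MBNL1 binding to biotinylated (CUG)12 RNA was measured by TR-FRET using terbium anti-His antibody (0.055 ng/ul final) and streptavidin-XL665 (5 nM final). Compounds were titrated 92 nM to 58 uM; 60 min at room temperature.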
# MLL CXXC-DNA inh – qHTS Fluorescence Polarization Assay for Inhibitors of MLL CXXC domain - DNA interaction; MLL-CXXC / FITC-HOXA9 DNA fluorescence polarization; AID 2662, 2010; 290,000 tested, 0.037% active; Potency, µM (titrated, usually from 115 µM), without a hit: top-dose activity change, negative = inhibition, actives largely listed as inhibitors; active = well fitted inhibition curve with a large enough effect in the polarisation, with a control signal flat, not every such curve was filed as active; inconclusive = small, poorly fitted or top-dose-only effect, or effect the other way, or a change in a side signal; inactive = no such curve, though single readings can be large or run the other way; the % refers to the polarisation; note: potency is the fitted concentration of half-maximal effect
# Target sequence (Q03164 whole entry, looked up, the tested form may be a part): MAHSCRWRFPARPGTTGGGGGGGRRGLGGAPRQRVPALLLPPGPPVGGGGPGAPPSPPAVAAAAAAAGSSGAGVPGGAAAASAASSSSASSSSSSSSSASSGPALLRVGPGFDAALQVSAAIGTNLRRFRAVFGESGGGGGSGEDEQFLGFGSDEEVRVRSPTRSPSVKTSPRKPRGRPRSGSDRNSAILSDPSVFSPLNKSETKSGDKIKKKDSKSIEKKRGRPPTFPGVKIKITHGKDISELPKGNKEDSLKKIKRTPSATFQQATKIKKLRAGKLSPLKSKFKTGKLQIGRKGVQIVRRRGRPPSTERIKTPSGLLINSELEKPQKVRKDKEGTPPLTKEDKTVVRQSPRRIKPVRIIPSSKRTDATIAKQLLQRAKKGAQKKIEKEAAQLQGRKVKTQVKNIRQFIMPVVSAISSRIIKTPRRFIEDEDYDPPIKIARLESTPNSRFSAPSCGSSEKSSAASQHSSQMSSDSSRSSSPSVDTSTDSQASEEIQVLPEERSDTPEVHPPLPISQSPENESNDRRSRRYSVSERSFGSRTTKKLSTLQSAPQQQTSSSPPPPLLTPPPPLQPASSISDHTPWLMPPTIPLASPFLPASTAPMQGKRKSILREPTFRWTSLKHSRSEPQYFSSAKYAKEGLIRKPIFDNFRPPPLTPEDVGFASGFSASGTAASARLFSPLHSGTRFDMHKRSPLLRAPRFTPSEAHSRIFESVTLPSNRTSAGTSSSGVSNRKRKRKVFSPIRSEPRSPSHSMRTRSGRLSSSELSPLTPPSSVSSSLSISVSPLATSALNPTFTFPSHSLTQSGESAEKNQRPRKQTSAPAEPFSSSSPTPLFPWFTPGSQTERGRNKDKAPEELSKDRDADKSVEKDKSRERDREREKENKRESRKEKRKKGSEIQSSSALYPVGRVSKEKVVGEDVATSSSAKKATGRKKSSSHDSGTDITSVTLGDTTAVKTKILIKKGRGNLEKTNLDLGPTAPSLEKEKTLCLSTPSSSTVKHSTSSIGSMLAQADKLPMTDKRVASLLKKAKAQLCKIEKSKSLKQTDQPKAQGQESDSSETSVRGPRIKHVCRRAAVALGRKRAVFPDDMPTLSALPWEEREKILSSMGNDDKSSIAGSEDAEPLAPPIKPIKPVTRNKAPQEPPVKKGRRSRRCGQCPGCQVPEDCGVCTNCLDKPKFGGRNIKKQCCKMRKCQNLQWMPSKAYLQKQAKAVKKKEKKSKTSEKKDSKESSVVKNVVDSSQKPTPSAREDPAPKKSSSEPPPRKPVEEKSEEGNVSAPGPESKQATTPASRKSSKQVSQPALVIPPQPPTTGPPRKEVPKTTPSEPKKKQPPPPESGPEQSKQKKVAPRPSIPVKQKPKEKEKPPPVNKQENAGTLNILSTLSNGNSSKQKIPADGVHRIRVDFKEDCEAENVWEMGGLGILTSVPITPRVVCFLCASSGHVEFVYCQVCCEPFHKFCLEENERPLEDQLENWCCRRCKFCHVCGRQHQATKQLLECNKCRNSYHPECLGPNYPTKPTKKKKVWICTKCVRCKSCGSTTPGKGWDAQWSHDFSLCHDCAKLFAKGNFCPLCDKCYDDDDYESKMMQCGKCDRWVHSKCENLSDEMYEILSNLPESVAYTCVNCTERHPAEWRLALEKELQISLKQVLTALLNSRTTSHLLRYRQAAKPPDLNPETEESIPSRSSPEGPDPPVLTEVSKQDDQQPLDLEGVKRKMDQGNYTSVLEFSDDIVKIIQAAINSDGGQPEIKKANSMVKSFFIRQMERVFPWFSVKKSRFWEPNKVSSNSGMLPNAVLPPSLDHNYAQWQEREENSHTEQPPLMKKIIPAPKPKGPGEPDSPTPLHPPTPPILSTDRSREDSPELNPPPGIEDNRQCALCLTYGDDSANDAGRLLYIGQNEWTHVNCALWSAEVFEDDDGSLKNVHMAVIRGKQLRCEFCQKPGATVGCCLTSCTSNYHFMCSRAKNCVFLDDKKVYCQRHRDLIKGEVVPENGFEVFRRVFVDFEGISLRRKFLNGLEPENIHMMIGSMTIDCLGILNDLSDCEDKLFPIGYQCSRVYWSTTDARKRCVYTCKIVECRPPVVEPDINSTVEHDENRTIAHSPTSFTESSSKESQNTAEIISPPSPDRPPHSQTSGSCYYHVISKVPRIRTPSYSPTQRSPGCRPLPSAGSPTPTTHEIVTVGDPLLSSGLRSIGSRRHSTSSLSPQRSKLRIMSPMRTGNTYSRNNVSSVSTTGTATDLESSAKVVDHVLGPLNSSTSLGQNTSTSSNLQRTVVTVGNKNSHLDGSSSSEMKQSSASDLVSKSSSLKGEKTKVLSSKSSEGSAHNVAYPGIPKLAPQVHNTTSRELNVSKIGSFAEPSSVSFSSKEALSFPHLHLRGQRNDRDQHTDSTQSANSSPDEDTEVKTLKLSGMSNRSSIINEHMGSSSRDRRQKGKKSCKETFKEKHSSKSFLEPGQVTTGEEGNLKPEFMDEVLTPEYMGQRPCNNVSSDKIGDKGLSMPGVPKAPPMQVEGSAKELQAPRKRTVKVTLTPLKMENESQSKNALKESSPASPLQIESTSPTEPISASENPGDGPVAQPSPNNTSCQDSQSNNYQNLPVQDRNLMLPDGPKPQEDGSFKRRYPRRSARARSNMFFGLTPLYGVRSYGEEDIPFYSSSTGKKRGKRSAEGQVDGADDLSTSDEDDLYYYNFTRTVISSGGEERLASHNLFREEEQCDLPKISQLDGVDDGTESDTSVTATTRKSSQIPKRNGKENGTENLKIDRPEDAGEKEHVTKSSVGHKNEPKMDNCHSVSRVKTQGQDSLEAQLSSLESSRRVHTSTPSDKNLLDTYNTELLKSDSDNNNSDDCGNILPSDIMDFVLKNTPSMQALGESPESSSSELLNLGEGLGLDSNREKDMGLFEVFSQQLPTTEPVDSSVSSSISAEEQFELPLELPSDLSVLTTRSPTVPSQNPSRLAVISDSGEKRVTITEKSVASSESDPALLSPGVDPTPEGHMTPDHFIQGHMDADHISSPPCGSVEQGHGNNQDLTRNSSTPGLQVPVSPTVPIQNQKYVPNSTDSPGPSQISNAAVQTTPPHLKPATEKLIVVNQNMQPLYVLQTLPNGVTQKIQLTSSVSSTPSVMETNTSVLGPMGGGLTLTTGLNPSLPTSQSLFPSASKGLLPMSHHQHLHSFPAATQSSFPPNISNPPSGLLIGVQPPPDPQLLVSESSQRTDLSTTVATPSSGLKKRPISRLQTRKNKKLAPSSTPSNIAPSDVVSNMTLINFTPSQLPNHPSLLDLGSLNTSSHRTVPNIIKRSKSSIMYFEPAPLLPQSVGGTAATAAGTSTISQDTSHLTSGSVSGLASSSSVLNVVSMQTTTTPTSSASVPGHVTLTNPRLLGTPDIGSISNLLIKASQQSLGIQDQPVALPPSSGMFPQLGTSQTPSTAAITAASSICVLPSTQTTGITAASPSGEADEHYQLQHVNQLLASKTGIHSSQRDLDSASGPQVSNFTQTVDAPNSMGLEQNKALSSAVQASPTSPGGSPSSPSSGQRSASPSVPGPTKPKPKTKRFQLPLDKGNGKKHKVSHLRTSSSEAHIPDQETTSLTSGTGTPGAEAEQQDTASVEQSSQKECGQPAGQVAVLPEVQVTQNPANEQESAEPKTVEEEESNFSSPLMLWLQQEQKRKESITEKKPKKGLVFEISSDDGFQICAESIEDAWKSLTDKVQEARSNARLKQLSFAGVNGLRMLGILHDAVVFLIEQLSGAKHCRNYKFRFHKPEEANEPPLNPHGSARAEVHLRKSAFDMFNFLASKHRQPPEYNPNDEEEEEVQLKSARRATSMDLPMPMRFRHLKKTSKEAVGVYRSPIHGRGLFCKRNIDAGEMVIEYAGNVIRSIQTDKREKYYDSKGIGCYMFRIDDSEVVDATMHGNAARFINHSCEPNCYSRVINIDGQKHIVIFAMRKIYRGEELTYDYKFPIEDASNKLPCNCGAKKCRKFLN
#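 Purified MLL-CXXC (added from a 7 uM solution) was preincubated 5 min at ambient with pinned compounds in 50 mM Tris-HCl pH 7.5, 50 mM NaCl, 1 mM DTT, 0.05% BSA. Fluorescein-labeled HOX-A9 DNA (50 nM solution) followed, 30 min, then polarization read.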
# Mito fusion yeast – qHTS Assay for Small Molecule Inhibitors of Mitochondrial Division or Activators of Mitochondrial Fusion; Potency, µM (highest dose often 46.1 µM), for inactives: top-dose growth rescue (activation), usual class: activators; AID 485298, 2010; S. cerevisiae fusion-defective mutant growth rescue, CellTiterGlo 48 h; 320,000 tested, 0.23% active;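 note: potency is the fitted concentration of half-maximal effect; % of control where 0% means no effect; nearly all actives have a fitted effect of over 45% in size; temperature-sensitive fusion mutants such as fzo1-1 at 37 °C on non-fermentable ethanol glycerol medium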
#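 Temperature-sensitive fusion-defective S. cerevisiae (e.g. fzo1-1, mgm1-5) were grown with compound in YPEG medium (3% ethanol, 3% glycerol) for 48 hours at 37C. Growth rescue was measured as viability by CellTiterGlo luminescence after 10 minutes at ambient.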
# PTAP TSG101 blk – qHTS Assay for Iinhibitors of HIV-1 Budding by Blocking the Interaction of PTAP/TSG101; Tumor susceptibility gene 101 protein (Homo sapiens), Q99816; Fluorescence polarization, FITC-PTAP peptide / Tsg101 binding; Potency, µM (series often up to 115 µM), inactives show at the highest dose activity change, negative = inhibition, hits mostly inhibitors; 340,000 tested, under 10 active; active = well fitted inhibition curve with a large enough effect in the main read-out, with a control signal flat, not every such curve was filed as active; inconclusive = small, poorly fitted or top-dose-only effect, or effect the other way, or a change in a side signal; inactive = no such curve, though single readings can be large or run the other way; note: potency is the fitted concentration of half-maximal effect; % of control where 0% means no effect
#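 Steps: Tsg101 binding domain dispensed (10 uM final), compounds pinned in DMSO, FITC-labeled PTAP-motif peptide added (50 nM final); after 20 min binding at room temperature, polarization measured.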
# Active calls of the source: *; i = inactive; ? = inconclusive; · = not tested or not shown; [ ] = another dose, or the depositor's remark. Unless noted, calls come from the whole dose curve; as a rule, active = well fitted curve in the direction sought with a large enough effect; inconclusive = small, poorly fitted or top-dose-only effect, or another doubt; inactive = no such curve, though single readings can be large; an effect the other way counts as inactive or inconclusive.
SMILES,a7 integrin act,TCR activator,S-ASM inh,TSHR antagonist,Menin MLL FP TR,AT treatment,MBNL1 CUG block,MLL CXXC-DNA inh,Mito fusion yeast,PTAP TSG101 blk
COc1ccc(CC(=O)O/N=C(\N)Cc2ccc(OC)cc2)cc1,1%,1%,6%,-20,-3%,6%,-5%,7%,4%,-1%
CC(=O)c1cccc(NC(=O)COC(=O)c2cccs2)c1,4%,1%,7%,10,1%,5%,·,13%,?,-1%
Cc1cc(C(=O)OCC(=O)Nc2nccs2)c2ccccc2n1,0%,-5%,3%,6,·,1%,·,0%,0%,0%
C=CCCCN(Cc1ccccc1)S(=O)(=O)c1ccccc1Br,20%,9%,0%,13,-10%,19%,1%,9%,-51%[inhibitor],0%
O=C(c1ccccc1)N1CCN(c2ccc([N+](=O)[O-])c(NCc3cccnc3)c2)CC1,-14%,-6%[46.1 µM],-18%,-11,-6%,0%,?,7%,-1%,-2%
COC(=O)c1cccc(S(=O)(=O)N2CCC(C)CC2)c1,9%,-4%,4%,2,-26%,8%,0%,9%,5%,-5%
Cc1ccc(NC(=O)/C=C/c2ccco2)cc1S(=O)(=O)N1CCCCCC1,-25%,0%,23%,·,·,·,·,·,·,-6%
CC(C(=O)N1CCOCC1)c1ccc([N+](=O)[O-])cc1 (stereo not drawn),0%,5%[46.1 µM],3%,7,1%,4%,·,-3%,-4%,-3%
O=C(CCC(=O)OCC(=O)c1ccc(Br)cc1)Nc1ccc(Br)c2cccnc12,-19%,-3%,-7%,5,·,3%,-2%,-2%,11%,-3%
COC(=O)CC1=C(C(=O)OC)C(c2ccncc2)C(C#N)=C(N)O1 (stereo not drawn),-20%,-1%,0%,10,-7%,·,-13%,-6%,4%,0%
CCCC1CCc2c(sc(NC(=O)c3cccs3)c2C(N)=O)C1 (stereo not drawn),13%,4%,22%,-2,9%,5%,-4%,16%,2%,0%
O=C(Cc1ccccc1)NCCSCc1ccc(Cl)cc1,-9%,-1%,1%,-4,-22%,-2%,-6%,36%[activator],2%,-9%
COc1ccc(S(=O)(=O)ON=C2CC(C)(C)N(C(C)=O)C(C)(C)C2)cc1,30%,3%,-1%,11,0%,1%,-6%,-2%,1%,-1%
COc1ccc(S(=O)(=O)Oc2ccccc2C(N)=O)cc1,0%,2%,·,-3,·,3%,·,·,-3%,-5%
Cn1c(NC(=O)c2cccs2)cc(=O)n(C)c1=O,12%,-5%,7%,0,8%,10%,4%,14%,-2%,-6%
c1csc(-c2nc3ccccc3[nH]2)c1,9%,0%[46.1 µM],1%,4,13%,0%,10%,-9%,5%,-2%
COc1ccc(-n2ncc(S(=O)(=O)c3ccccc3)c2-c2ccc(Cl)cc2)cc1,17%,-2%,-20%,1,-2%,-4%,5%,4%,?,-6%
CC(/C=N/NC(=O)c1cc(-c2cccs2)[nH]n1)=C\c1ccccc1,0%,-1%[46.1 µM],-9%,6,-11%,3%,-5%,10%,15%,0%
Cc1ccc(NC(=O)CSc2ccc(-c3ccco3)nn2)c(C)c1,32%,9%,-1%,3,14%,-4%,19%,?,-5%,-5%
Cc1ccc(S(=O)(=O)NCCOc2nc(N3CCOCC3)nc(N3CCOCC3)n2)cc1,22%,·,3%,0,-5%,1%,-1%,4%,-4%,·
O=C(NCc1ccc2c(c1)OCO2)C1CCC(CNc2c(N3CCCC3)c(=O)c2=O)CC1 (stereo not drawn),15%,-2%,0%,-8,12%,0%,0%,4%,1%,-2%
N#Cc1c(N)n(CCNC(=O)c2ccc(Cl)cc2)c2nc3ccccc3nc12,18%,0%,i,-9,-2%,11%,4%,13%,-2%,1%
CC(Cc1ccsc1)NC(=O)CCc1nnc(CCc2ccccc2)o1 (stereo not drawn),37%,0%,7%,5,-16%,5%,-9%,-2%,1%,0%
Cc1nn(C)c(C)c1NC(=O)/C(C#N)=C\N(C)C,24%,1%,3%,-6,·,5%,3%,-6%,-1%,2%
Cc1ccc(OCc2nnc(SCCN3CCOCC3)n2C)cc1,26%,3%,-2%,-1,3%,-3%,1%,-13%,-3%,-9%
Cc1ccc(CNC(=O)CSCc2ccc(F)cc2)cc1,14%,-3%,-1%,-15,10%,-1%,-2%,1%,9%,-2%
CCOCCCNC(=O)/C(C#N)=C/c1ccc([N+](=O)[O-])o1,-1%,6%,345%[activator],-15,16%,-5%,?,-3%,-2%[9.22 µM],-2%
O=C(COC(=O)CCC1CCCC1)Nc1ccc(Cl)cn1,14%,11%,0%,15,4%,10%,-6%,14%,2%,-1%
CCn1c(C(=O)O)c(CC(=O)Nc2cccc(C(F)(F)F)c2)c2ccccc21,-16%,-5%,7%,-11,?,-9%,17%,27%,-1%,-5%
CN(C)C=NC1=NN(c2cccc(C(F)(F)F)c2)CC1,14%,2%,-5%,-13,13%,-1%,?,3%,-2%,-9%
COc1ccc(-c2nc(CS(=O)CC(=O)NC3CCCC3)c(C)o2)cc1 (stereo not drawn),-3%,1%,-2%,1,17%,-9%,-2%,0%,11%,0%
O=C(CCCn1cnc([N+](=O)[O-])n1)Nc1cccc(O)c1,12%,-44%,1%,7,32%[activator],11%,?,7%,-14%,-1%
COc1ccc([C@H]2CC(=O)C=C(c3ccc(-c4ccccc4)cc3)C2)cc1OC,22%,-18%,-21%,49,·,15%,·,·,3%,-3%
O=C(NCc1cccc(Cl)c1)c1cccnc1,24%,6%,6%,2,2%,2%,-10%,-1%,-2%,-8%
CCCCCOC(=O)C(C)Sc1n[nH]c(=O)[nH]c1=O (stereo not drawn),-35%,2%,0%,-1,-5%,4%,-9%,-2%,0%,-5%
CC(C)(C)c1ccc(/C=C(\c2nc3ccccc3[nH]2)S(=O)(=O)c2ccccc2)cc1,-56%[inhibitor],-3%,0%,·,·,·,·,·,·,2%
CC[C@@]12C(=O)N(c3cccc(F)c3)C(=O)N1[C@H](c1ccc(F)cc1)[C@@H]1C(=O)N(C3CCCCC3)C(=O)[C@@H]12,4%,4%,-3%,-9,56%[activator],3%,-5%,4%,0%,3%
O=C(N/N=C/c1cc([N+](=O)[O-])c(N2CCOCC2)cc1N1CCOCC1)c1cccnc1,-26%,-1%,-7%,-8,3%,-4%,?,-2%,-4%,-2%
O=C(Nc1ccc(F)c(S(=O)(=O)N2CCOCC2)c1)C1CCCCC1,-23%,-3%,1%,-3,·,0%,·,·,3%,-8%
Cc1ccc(C)c(NC(=S)N2CCN(c3ccccn3)CC2)c1,11%,·,4%,-11,4%,4%,3%,-12%,-14%,-6%
O=C(CNC(=O)c1ccccc1Cl)OCC(=O)N1CCc2ccccc21,0%,-6%,-1%,0,-8%,-3%,-1%,1%,-1%,3%
Nc1nc(-c2cccs2)c(CC(=O)O)s1,3%,0%,-1%,-5,37%[activator],8%,8%,-2%,-9%,0%
COc1ccc(N2CCN(C(=O)c3cn(Cc4ccccc4)nc3-c3cccnc3)CC2)cc1,20%,-2%,-2%,33,·,-17%,·,·,2%,-4%
CC/C(=N/NC(=O)c1ccc(Br)cc1)c1ccc(OCCN2CCOCC2)cc1,11%,-4%[46.1 µM],-2%,1,11%,7%,-2%,1%,-2%,0%
CN(C)CCNc1nc2c(c(=O)[nH]c(=O)n2C)n1CCOc1ccccc1,12%,-2%,-1%,4,-3%,-9%,-2%,5%,-5%,-9%
Nc1cc2c(cc1C(=O)c1ccc(Cl)cc1)OCCO2,-8%,4%,-5%,8,14%,-6%,20%,7%,8%,-1%
Cc1csc2c(N3CCC(C(=O)O)CC3)ncnc12,-25%,5%,0%,-6,·,15%,2%,-10%,-3%,-1%
COc1cc(CCC(=O)OCC(=O)Nc2c(C)cccc2C(C)C)cc(OC)c1OC,-3%,-1%[46.1 µM],1%,5,-7%,5%,-3%,17%,-9%,1%
COc1ccc(NC(=S)Nc2cccc(S(=O)(=O)N3CCCCC3)c2)cc1,-13%,-3%[46.1 µM],-12%,6,-2%,7%,1%,?,-6%,-3%

# This is a subset. The share of hits here may be higher or lower than overall.
